Arrestin-AP2 inh: human beta-arrestin and AP2 interaction inhibition | FITC-arrestin peptide / GST-AP2 beads, flow cytometry; AP2 beta2 appendage carries R879A mutation | inhibition, % at 10 µM | 0.31% of 340,000 active | AID 504490;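 active means inhibition above a set limit, near 3 SD of compounds lacking own fluorescence, cut at about 54% in these data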;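 further: plate controls were DMSO wells for no effect and 5 µM unlabelled arrestin peptide for full effect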
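Material – AP2 appendage R879A on GSH beads · Buffer or medium – PBS with 0.05% Tween 20 and 0.1% BSA · Probe or stimulus – fluorescein-tagged arrestin peptide at 50 nM final · Incubation – compound with beads 12 min RT, then probe 1 h RT · Detection – high-throughput flow cytometry of beads, ex 488, em 535 nm · Evaluation – percent response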
DAGLB inhibitor: diacylglycerol lipase beta (human) inhibition | inhibition, % at 5.17 µM | HEK293T DAGLB membrane lysate, EnzChek fluorogenic substrate | 0.059% of 340,000 active | Q8NCG7; in the data active means inhibition above about 34%;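 further: 0% = enzyme with vehicle and 100% = wells lacking enzyme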
Target sequence (Q8NCG7 whole entry, looked up): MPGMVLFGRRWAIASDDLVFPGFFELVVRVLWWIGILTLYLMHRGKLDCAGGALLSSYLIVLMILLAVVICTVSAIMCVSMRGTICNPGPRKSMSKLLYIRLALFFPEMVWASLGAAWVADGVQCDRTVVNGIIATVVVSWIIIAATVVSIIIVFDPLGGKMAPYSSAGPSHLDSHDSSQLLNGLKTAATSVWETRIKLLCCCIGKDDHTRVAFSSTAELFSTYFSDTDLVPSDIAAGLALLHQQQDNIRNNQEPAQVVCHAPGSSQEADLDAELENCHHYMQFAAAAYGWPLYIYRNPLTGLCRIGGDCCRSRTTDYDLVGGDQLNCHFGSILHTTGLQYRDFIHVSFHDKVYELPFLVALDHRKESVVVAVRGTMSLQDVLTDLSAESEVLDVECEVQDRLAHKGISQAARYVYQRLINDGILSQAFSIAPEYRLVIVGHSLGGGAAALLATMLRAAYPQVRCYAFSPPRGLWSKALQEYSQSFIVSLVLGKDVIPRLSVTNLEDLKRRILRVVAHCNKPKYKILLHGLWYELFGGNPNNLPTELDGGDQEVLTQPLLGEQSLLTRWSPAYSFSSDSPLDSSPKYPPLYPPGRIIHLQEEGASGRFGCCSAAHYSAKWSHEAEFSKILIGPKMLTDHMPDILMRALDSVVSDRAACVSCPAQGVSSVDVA
NSD2 inh: NSD2 (human) methyltransferase inhibition. inhibition, % at 12.5 µM. O96028. NSD2 peptide methylation, AlphaScreen, 120 min. AID 743445. 0.54% of 310,000 active; in the data active means inhibition above about 50%
V-ATPase pH: regulators of yeast V-ATPase proton transport | S. cerevisiae, pHLuorin cytosolic pH fluorescence | response, % at 10 µM | 0.37% of 350,000 active | AID 504577; in the data active means response mostly above about 7.3%, no sharp cut-off; inactive means mostly below about 5.4%; further: actives read high; inactives centre near 0; some compounds called inactive have numbers as strong as hits; reference of the scale not given here
CAL PDZ FP-1: blocks peptide binding to the human CAL PDZ domain; Q9HD26; 0.92% of 300,000 active; inhibition, % at 24.9 µM; purified CAL PDZ, TMR-peptide fluorescence polarization, 1 h; AID 602252;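 active means mean inhibition of at least 30% with at least half of replicates also reaching 30%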;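 further: 0% = DMSO neutral control and 100% = excess unlabeled competitor peptide PRC23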
RTF Ca sens inh: cardiac RTF calcium desensitization | 0.12% of 340,000 active | IANBD-labeled cardiac RTF, Ca2+ fluorescence | AID 493244 | inhibition, % at 7.15 µM;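 active means inhibition above the mean inhibition of all tested compounds plus 3 SD, cut at about 17% in these data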;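 further: assay run at fixed EC70 calcium of 1.6 mM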
CAL PDZ FP-2: human CAL PDZ-peptide interaction inhibition; purified CAL PDZ, TMR-peptide fluorescence polarization, 1 h; inhibition, % at 20 µM; 0.02% of 330,000 active; AID 504414;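 active means highest replicate inhibition of at least 40%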;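 further: plate controls were DMSO neutral control wells for no effect and unlabeled competitor peptide control wells for full effect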
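System: purified tagged CAL PDZ domain construct (CerCALP). Schedule: 1 h incubation at room temperature before polarization reading. Medium: 25 mM sodium phosphate pH 7.4, 150 mM NaCl, TCEP, IgG, Thesit. Read-out: percent inhibition from loss of millipolarization. Measured by: FP readout, S and P plane fluorescence. Probe or stimulus: fluorescent TMR peptide probe.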
Keap1 Nrf2 FP: disrupts human Keap1 binding to Nrf2 peptide; Q14145; inhibition, % at 9.4 µM; 0.15% of 340,000 active; AID 504523; Keap1 Kelch-Nrf2 peptide fluorescence polarization, 1536-well; in the data active means inhibition above about 12%;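 further: human Keap1 Kelch domain with fluorescein labeled Nrf2 9mer peptide probe; 0% = neutral control wells and 100% = peptide positive control; higher means more block of Keap1 binding to Nrf2 peptide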
DSG3 Ab inh: human desmoglein-3 autoantibody binding inhibition | binding (percent of control), % at 10 µM | 0.48% of 310,000 active | DSG3-coupled beads, scFv-anti-DSG3-GFP binding, flow cytometry; active compounds read low;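 active means binding more than 3 SD below its plate's average and above zero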;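 further: hits lower antibody fragment binding to DSG3; some compounds called inactive have numbers as strong as hits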
LANA DNA inh: inhibitors of KSHV LANA C-terminal domain DNA binding; MBP-C-LANA/FAM-LBS DNA binding, fluorescence polarization; inhibition, % at 9 µM; 0.078% of 340,000 active; AID 504423;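 active means highest replicate inhibition at or above 60% at 9 µM, even if other replicates fall short; inactive means all replicates below 60% inhibition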;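 further: 0% = neutral control wells and 100% = 4 µM acridine orange control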
Starred values were filed as active, the others as inactive; · = not tested or not shown. Some of the compounds tested, so the mix of outcomes need not match the whole.

item	Structure	Arrestin-AP2 inh	DAGLB inhibitor	NSD2 inh	V-ATPase pH	CAL PDZ FP-1	RTF Ca sens inh	CAL PDZ FP-2	Keap1 Nrf2 FP	DSG3 Ab inh	LANA DNA inh
1	O=C(Nc1ccc(N2CCCCC2)cc1)c1ccccn1	-14	1	3	1	0	-2	-2.0	-4	115	0.2
2	CCOC(=O)C(C)Oc1cccc2c(=O)n(CC(=O)N3CCN(C(=O)OCC)CC3)ccc12 (stereo not given)	-3	-1	·	-5	·	-7	0.2	-5	101	0.5
3	O=C(C1CCN(Cc2ccc(F)cc2)CC1)N(CCc1ccccc1)Cc1ccccc1	18	-3	3	0	-1	2	-2.6	1	93	-1.8
4	O=C(Nc1cccnc1)c1cc(Cl)ccc1Cl	22	0	-1	2	-3	1	0.4	-1	118	1.1
5	O=C(NCc1cccs1)C1CCCN(C(=O)Nc2ccc(F)cc2)C1 (stereo not given)	27	0	-5	-2	4	5	-0.8	-2	100	1.2
6	O=C(Cc1ccc2c(c1)OCCO2)N1CCN(c2ccccc2)CC1	-14	0	-3	4	21	-4	0.5	-5	111	-0.1
7	Cc1nn(CC(=O)NCCCN2CCOCC2)c(C)c1[N+](=O)[O-]	3	-2	11	0	-4	-3	-0.4	-2	107	-0.8
8	O=C(CCc1nnc(-c2ccccc2)o1)NC1CCCCC1	-16	1	·	0	-2	-6	-3.1	0	95	0.0
9	O=C(CN1CCC2(CC1)OCCO2)c1ccc2cc[nH]c2c1	29	1	16	-5	-5	-1	-2.4	-3	95	-0.8
10	CCOC(=O)c1cnc(SCC(=O)N2CCOCC2)nc1N	-5	-3	-1	-2	-2	-9	-3.3	-4	99	-0.3
11	C=CCNC(=S)N/N=C/c1ccc(-c2ccc(Cl)cc2Cl)o1	-27	-2	·	-1	-1	-9	1.2	5	93	1.0
12	CC(=O)c1ccc(N(CC(=O)NCC2CCCO2)C(=O)CCC(=O)Nc2cc(C)on2)cc1 (stereo not given)	11	-6	-2	-1	-5	-3	-2.2	-5	101	0.4
13	COc1ccccc1NC(=O)CSc1nc2nccnc2c(=O)n1Cc1cccs1	-18	0	1	0	·	-1	-1.8	1	104	0.0
14	O=C(NCc1ccc(F)cc1)c1ccc(CS(=O)(=O)Cc2ccccc2F)o1	13	-4	1	11	-5	-9	-2.3	-7	100	-0.5
15	COc1cccc(-n2c(CN3CCN(c4ccc(C)cc4)C(C)C3)nc3ccc([N+](=O)[O-])cc3c2=O)c1 (stereo not given)	-2	-1	1	4	9	5	-2.1	-7	118	0.3

Continued (2 carried over from the part before).
item	Structure	Arrestin-AP2 inh	DAGLB inhibitor	NSD2 inh	V-ATPase pH	CAL PDZ FP-1	RTF Ca sens inh	CAL PDZ FP-2	Keap1 Nrf2 FP	DSG3 Ab inh	LANA DNA inh
14	O=C(NCc1ccc(F)cc1)c1ccc(CS(=O)(=O)Cc2ccccc2F)o1	13	-4	1	11	-5	-9	-2.3	-7	100	-0.5
15	COc1cccc(-n2c(CN3CCN(c4ccc(C)cc4)C(C)C3)nc3ccc([N+](=O)[O-])cc3c2=O)c1 (stereo not given)	-2	-1	1	4	9	5	-2.1	-7	118	0.3
16	COCCNC(=S)N1CCC(NC(=O)C23CC4CC(CC(C4)C2)C3)CC1	8	0	0	-2	2	-1	-0.4	-4	111	-1.6
17	NC(=O)C1CCN(C(=O)c2cc(-c3ccc(Cl)cc3)nc3ccccc23)CC1	12	2	-2	-1	-1	0	-0.7	2	113	1.1
18	CCOC(=O)[C@@H]1[C@H]2COc3ccc(Br)cc3[C@H]2N2C(=O)N(c3ccc(Cl)cc3)C(=O)[C@]12C	-2	-12	·	-3	-5	-8	-0.7	-3	98	-1.7
19	CC(=O)OC1COC(n2c(O)c(N=NC(N)=S)c3ccccc32)C(OC(C)=O)C1OC(C)=O (stereo not given)	-5	4	-1	-2	38*	-1	-0.7	3	135	1.7
20	Fc1ccc(NC(=S)NCCc2ccc(Cl)cc2)cc1	9	-7	-3	-3	-3	-4	0.1	-2	108	0.7
21	CC(=O)Nc1c(O)nc(SCc2ccc(Cl)cc2)[nH]c1=O	22	-1	2	-3	-2	-2	-1.6	2	123	0.5
22	CCCOC(=O)COC(=O)c1ccccc1NC(=O)c1ccccc1	0	-2	0	20*	2	-12	-1.2	-4	106	-0.2
23	COc1cccc(N(C(=O)c2cccs2)c2nc3ccccc3s2)c1	3	-3	-2	1	-2	-1	0.2	1	106	-0.6
24	Nc1cc2nsnc2cc1Br	43	-21	·	·	-10	-4	-4.3	-85	96	7.3
25	O=C(N1CCN(c2cccc(Cl)c2)CC1)C1(S(=O)(=O)c2ccc(Cl)cc2)CC1	-5	-2	-5	-3	3	2	-0.3	-1	101	1.0
26	O=c1ccc(OCCOc2ccccc2)nn1-c1ccccc1	0	-1	-3	15*	-4	-1	0.8	-1	96	0.5
27	COc1cccc(NC(=O)C2CCCO2)c1 (stereo not given)	14	0	-1	3	·	-1	0.1	3	113	6.6
28	COC(=O)c1[nH]nc2c1C(=O)N(C1CCCCC1)C2=O	1	1	-1	-4	-4	6	-0.1	-2	·	0.1
29	Cc1cc(-c2nnc(SCC(=O)N3C(C)CCCC3C)o2)no1 (stereo not given)	-2	-1	1	-1	0	-2	-1.7	-3	120	1.9
30	CCCCn1c(NC(=O)c2ccccc2Cl)c(C#N)c2nc3ccccc3nc21	3	17	114*	-5	0	-4	-2.9	-19	104	4.1
31	O=C(CSc1nc2ccccc2o1)Nc1ccc(N2CCOCC2)c(Cl)c1	-3	-4	-2	1	2	-1	·	-5	100	-0.5
32	COC(=O)c1nc2cc(C)ccn2c1F	6	-5	·	5	·	-9	-0.9	-2	102	-0.7
33	O=C(Nc1ccc(N2CCCCCC2)cc1)c1ccccc1Cl	-18	0	6	1	0	-8	-3.0	-6	97	1.3
34	Cc1ccsc1C(=O)N1CCCC(N(C)Cc2ccccc2)C1 (stereo not given)	3	0	18	1	-3	-1	-1.4	1	·	0.1
35	O=C1OCC(CO)(CO)N=C1NNc1cc(Cl)ccc1Cl	16	-1	2	1	-6	-4	-2.5	-2	103	-0.1
36	COc1ccc(CCNC(=O)c2ccc(NC(=O)CC3SC(N4CCCCC4)=NC3=O)cc2)cc1 (stereo not given)	26	3	-4	0	-2	-9	-1.7	-1	·	1.7
37	CCCCCCSC1=C(C#N)C(=O)NC2(CCCCC2)S1	20	11	1	-2	-7	3	0.0	2	·	-1.2
38	CCC1Oc2ccccc2N(CC(=O)NC2CCCCC2)C1=O (stereo not given)	-1	0	-9	1	-8	10	-1.9	-2	105	-0.6
39	CCCCN(CCCNC(=O)C1CCN(C(=O)c2cc3sccc3n2C)CC1)Cc1ccccc1	-11	1	17	-2	-1	0	-3.9	-9	103	-1.2
40	O=C(O)C1C2C=CC(C2)C1C(=O)Nc1nccs1 (stereo not given)	4	0	3	-2	-1	-24	-0.4	1	·	3.1
41	O=C(/C=C/c1ccc[nH]1)c1ccccc1	34	-1	2	5	2	-9	-2.1	-9	79	1.3
42	NC(=O)c1nn(CC(=O)Nc2cccc(S(=O)(=O)N3CCCCCC3)c2)c(=O)c2ccccc12	-9	-2	1	7	-7	-4	-2.3	-3	·	0.9
43	COc1ccc(C(c2nnnn2C(C)(C)C)N2CCN(C)CC2)cc1OC (stereo not given)	-5	-1	-3	2	·	2	0.5	2	110	0.4
44	COc1ccc(OCc2cc(C(=O)N(C)CCC3CCOCC3)no2)c(Cl)c1	40	2	-4	-1	-5	-9	0.2	0	95	1.2
45	Cc1nc2ccccc2c(=O)n1/N=C/c1ccc(O)c(O)c1O	16	4	·	3	-3	-6	-0.1	2	92	1.6
46	CC(=C/c1ccccc1)/C=N/n1c(-c2ccncc2)n[nH]c1=S	-9	-1	4	2	-4	4	-3.0	-8	106	-0.2
47	CCN1C(=O)N/C(=C/c2ccc(Sc3ccc(C)cc3)o2)C1=O	0	-2	-2	1	-6	-8	-0.7	-5	87	2.9
48	Cc1cccc(N(C)C(=O)CCS(=O)(=O)c2cccc3nonc23)c1	-8	1	·	4	-3	-11	0.1	-2	·	3.3
49	C=CCN1[C@@H](Cc2ccccc2)COCCS1(=O)=O	29	-5	·	8	0	3	-0.5	2	95	-0.9
50	O=S1(=O)[C@H]2CC3O[C@]2(C[C@@H]3c2ccc(F)cc2)CN1Cc1ccc(Cl)cc1	-6	-5	·	-1	-3	-1	0.5	6	104	-1.9
51	CCN(CCn1cccn1)Cc1nc(Cc2cccc(F)c2)no1	17	2	-3	1	-3	-6	-0.6	-1	105	0.6
52	Cc1ccc(OCc2nnc(SCc3cc(=O)[nH]c4ccccc34)o2)cc1	21	-1	-2	-1	1	13	-0.5	-4	·	0.2
53	Cc1ccc(/C=N/n2c(=O)c(C(C)(C)C)nn3cnnc23)cc1	-10	1	1	4	-1	7	-1.4	-3	127	1.6
54	CC(C)C(NC(=O)C1CCC(C(C)(C)C)CC1)C(=O)NCCCN1CCCCC1 (stereo not given)	5	1	3	-2	1	0	-1.3	-6	100	0.6
55	CCc1ccc(NC(=O)Cn2c3[n+](c4c(F)c(F)ccc42)CCCCC3)cc1	-5	3	16	-5	-2	-2	-3.5	3	105	0.8
56	Cc1ccc2c(c1)nc(-n1nc(C)cc1C)c1nnnn12	2	0	-1	-3	-2	-4	-3.3	0	86	-1.4
57	c1coc(-c2nc3ccccc3s2)c1	6	0	-3	-5	4	-4	0.2	4	123	0.6
58	Oc1cccc(Nc2ncnc3ccccc23)c1	-4	0	1	6	-3	-5	-3.6	-8	121	-2.5
59	O=c1[nH]cnc2c1ncn2Cc1ccc([N+](=O)[O-])cc1	21	-4	-2	-1	1	-5	-0.6	-2	95	2.5
60	Cc1cccc(NC(=O)COC(=O)c2ccccc2SCC(=O)N2CCCC2)c1	-10	-1	-3	2	-1	-1	-2.9	-6	100	0.2
61	CN(CC(=O)NCc1cccnc1)S(=O)(=O)c1ccc2c(c1)c(=O)n(C)c(=O)n2C	-4	-3	·	-2	·	-3	0.1	-5	100	0.4
62	Cc1cc(=O)[nH]c(SCc2cc(Cl)ccc2OC(F)F)n1	27	1	1	1	0	-7	-0.3	1	98	-1.1
63	COc1cccc(C(=O)N2CCN=C2SC)c1	-25	0	1	-1	-3	-9	-0.7	3	113	-0.6
64	NC(=O)c1ccccc1OCC(=O)Nc1ccc(Cl)c(Cl)c1	-8	-2	·	-4	-7	2	-2.0	3	100	5.3
65	COc1ccc(CNc2ccc(C)c(C)c2)cc1	24	0	2	-1	8	-2	-0.3	2	·	0.6
66	Cc1cc[n+](CC(=O)Nc2ccccc2)cc1	7	-1	0	-3	-3	-3	0.4	-6	115	0.3
67	O=S(=O)(Nc1ccc(S(=O)(=O)N2CCCCCC2)cc1)c1cccs1	31	-2	1	-4	-3	-4	-1.0	-1	98	-0.6

Screening data: PubChem, several laboratories
